Screening data deposited in PubChem by National Center for Advancing Translational Sciences (NCATS).
TRPV1 ag – HTS Assay for Compounds that Act as Agonists of the Vanilloid Receptor 1. Transient receptor potential cation channel subfamily V member 1 (Homo sapiens), Q8NER1. TRPV1-expressing cells, Fluo-8 calcium influx, agonist mode. activation, % at 8.33 µM. actives 0.19% (n = 320,000); in the data active = activation above about 80%; inconclusive = between about 30% and that limit; note: 0% is about no effect
Target sequence (Q8NER1 whole entry, looked up): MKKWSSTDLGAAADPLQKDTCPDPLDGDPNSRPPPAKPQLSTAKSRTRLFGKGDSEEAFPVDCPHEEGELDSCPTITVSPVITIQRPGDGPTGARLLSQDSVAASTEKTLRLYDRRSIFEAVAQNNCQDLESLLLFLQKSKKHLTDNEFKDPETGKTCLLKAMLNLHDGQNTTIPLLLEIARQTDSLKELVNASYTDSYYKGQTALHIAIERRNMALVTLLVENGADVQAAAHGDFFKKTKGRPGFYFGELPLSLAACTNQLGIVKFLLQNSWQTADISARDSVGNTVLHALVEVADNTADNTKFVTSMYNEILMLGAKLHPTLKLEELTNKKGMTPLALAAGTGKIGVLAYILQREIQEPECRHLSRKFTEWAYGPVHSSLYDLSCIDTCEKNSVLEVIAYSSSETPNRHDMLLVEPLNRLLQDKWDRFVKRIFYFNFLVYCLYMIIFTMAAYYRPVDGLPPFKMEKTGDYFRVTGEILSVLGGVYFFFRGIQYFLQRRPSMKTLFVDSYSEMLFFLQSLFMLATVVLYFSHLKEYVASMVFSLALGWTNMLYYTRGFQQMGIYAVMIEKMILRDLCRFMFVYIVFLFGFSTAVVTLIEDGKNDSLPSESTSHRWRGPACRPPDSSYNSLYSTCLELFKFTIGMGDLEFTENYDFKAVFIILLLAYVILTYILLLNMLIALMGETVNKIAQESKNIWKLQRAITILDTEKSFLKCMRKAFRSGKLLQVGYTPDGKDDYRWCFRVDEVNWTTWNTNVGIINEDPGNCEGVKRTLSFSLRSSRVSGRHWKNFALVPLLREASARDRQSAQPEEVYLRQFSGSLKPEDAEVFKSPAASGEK
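Fluo-8 calcium influx in TRPV1-expressing cells, kinetic read (ex 480/em 520 nm). Compound added and read 3 min for agonist activity, followed by capsaicin at EC20 final and 2 min further read for enhancement.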
B2AR arrestin – qHTS assay of beta-arrestin-biased ligands of beta2-adrenergic receptor | Beta-2 adrenergic receptor (Homo sapiens), P07550 | beta-arrestin recruitment to beta2AR, cell-based reporter | Potency, µM (doses to about 46.1 µM), without a hit: top-dose activation, usual class: activators | actives 0.02% (n = 330,000);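 note: potency is the fitted concentration of half-maximal effect; 0% = DMSO controls and full agonism = EC100 isoproterenol or metaproterenol; nearly all actives have a fitted effect of over 65% in size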
p53 reactivator – qHTS assay for re-activators of p53 using a Luc reporter; H1299 p53-A138V BP100-luciferase reporter, luminescence, 24 h; actives 0.063% (n = 320,000); Potency, µM (top dose mostly 92.2 µM), for the others: top-dose activity change, positive = activation, hits mostly activators; AID 504706, 2011; note: potency is the fitted concentration of half-maximal effect; % of control where 0% means no effect; nearly all actives have a fitted effect of over 45% in size
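p53-null H1299 cells stably carrying temperature-sensitive p53-A138V and a BP100-luciferase reporter were pinned with compounds (4-point, 1:5 series) and held 24 hrs at 37 deg C. Luminescence was read 10 min after detection reagent.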
Eya2 inh – qHTS Assay for Inhibitors of the Phosphatase Activity of Eya2 | Potency, µM (top dose mostly 76.9 µM), for inactives: at the top dose activity, negative = inhibition, hits mostly inhibitors | recombinant Eya2, OMFP fluorescence dephosphorylation (OMFP is methylfluorescein phosphate) | actives 0.006% (n = 330,000); note: potency is the fitted concentration of half-maximal effect; % is set by controls: 0 for no effect and ±100 for the full control effect
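Eya2 protein (added as 0.2 uM solution) was preincubated with compound for 10 min at ambient temperature in 50 mM HEPES pH 7.5, 50 mM NaCl, 5 uM MgCl2, 0.05% BSA, 1 mM DTT. OMFP (added at 50 uM) then reacted 10 min; fluorescence read at 485/525 nm.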
USP2a block – qHTS Assay for Inhibitors of Ubiquitin-specific Protease USP2a Using CHOP2 as the Reporter | actives 0.01% (n = 330,000) | Potency, µM (titrated, usually from 38.3 µM), without a hit: at the highest dose activity change, negative = inhibition, usual class: inhibitors | Ubiquitin carboxyl-terminal hydrolase 2 (Homo sapiens), O75604 | USP2 core, Ub-CHOP2 coupled fluorogenic reporter, 485/531 | AID 463254, 2010;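 note: potency is the fitted concentration of half-maximal effect; plate controls were DMSO wells for no effect and full inhibition by NEM control for full effect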
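Cell-free coupled assay: 10nM USP2 core preincubated 30min RT with compound in Tris-HCl pH 8.0/CaCl2/CHAPS buffer, then 25nM Ub-CHOP2 and 25nM reporter substrate; fluorescence (Ex 485/Em 531) read after 60min RT, normalized to NEM inhibition, concentration-response curves fitted.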
ASM inhibitor – Inhibitors of Secretory Acid Sphingomyelinase (S-ASM): qHTS. AID 504937, 2011. Potency, µM (top dose mostly 57.5 µM), without a hit: at the top dose activity change, negative = inhibition, usual class: inhibitors. actives 0.006% (n = 340,000). placental ASM, HMU-PC fluorogenic substrate, 60 min; note: potency is the fitted concentration of half-maximal effect
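Fluorogenic HMU-PC substrate (9 uM final) is turned over by placental ASM in 60 min at 37 C after a 10 min compound preincubation. Reaction ended by alkaline stop (pH 10), with fluorescence read at 386/447 nm.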
BRCA1 expr up – qHTS Assay to Identify Small Molecule Activators of BRCA1 Expression; Potency, µM (highest dose often 46.1 µM), without a hit: at the top dose activation, most hits filed as activators; MCF7-BRCA1-FFLuc reporter, luminescence, 48 h; response scale: scaled: vehicle 0%, 10 µM genistein 100%; actives 1.1% (n = 380,000); note: potency is the fitted concentration of half-maximal effect; nearly all actives have a fitted effect of over 80% in size; some results filed as inactive show a strong effect at the top dose
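MCF7-BRCA1-FFLuc, 2000 cells/well; 2 h attach, 37 °C/5% CO2; compound 48 h; luciferase substrate 15 min; luminescence end-point. Norm. to genistein 10 microM max activation and DMSO; concentration-response curves fitted.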
uPA surface inh – qHTS for Inhibitors of Cell Surface uPA Generation | cell surface uPA generation assay, qHTS | Potency, µM (top dose mostly 38.3 µM), inactives show at the top dose activity change, negative = inhibition, usual class: inhibitors | actives 0.31% (n = 330,000) | AID 540303, 2011; active = well fitted inhibition curve with a large enough effect; inconclusive = small, poorly fitted or top-dose-only effect; inactive = no such curve, though single readings can be large or run the other way; tested in mouse RAW 264.7 cells; note: potency is the fitted concentration of half-maximal effect; % is set by controls: 0 for no effect and ±100 for the full control effect; nearly all actives have a fitted effect of over 55% in size
ELG1 genotoxic – qHTS screen for small molecules that induce genotoxicity in human embryonic kidney (HEK293T) cells expressing luciferase-tagged ELG1. AID 504466, 2011. Potency, µM (series often up to 46 µM), inactives show at the highest dose activity change, positive = activation, most hits filed as activators. HEK293T ELG1-luciferase reporter, luminescence, 16 h. actives 1.3% (n = 330,000); note: potency is the fitted concentration of half-maximal effect; % of control where 0% means no effect; nearly all actives have a fitted effect of over 60% in size
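ELG1-luciferase HEK293T cells, 2,000/well; compound pinned in; 16 hr, 37 °C, 5% CO2; ONE-Glo, 30 min RT; luminescence on CCD imager.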
a7 integrin act – qHTS for Activators of Integrin-Mediated Alleviation for Muscular Dystrophy | actives 0.064% (n = 350,000) | Potency, µM (top dose mostly 38.3 µM), for inactives: at the highest dose activation, hits mostly activators | AID 624291, 2012 | alpha7betagal myoblasts, beta-gal FDG fluorescence, 48 h;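 note: potency is the fitted concentration of half-maximal effect; 100% = response of the positive control SU9516; nearly all actives have a fitted effect of over 60% in size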
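alpha7betagal+/- myoblasts (passage 13, 250/well) treated 48 h at 37C with compounds at 1:260 dilution of DMSO stock. Lysed, then beta-galactosidase activity read as FDG fluorescence (ex 480/em 540) after 30 min, with pre-read for autofluorescence.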
TSG101-PTAP inh – qHTS Assay for Iinhibitors of HIV-1 Budding by Blocking the Interaction of PTAP/TSG101; Potency, µM (series often up to 115 µM), for inactives: at the top dose activity change, negative = inhibition, usual class: inhibitors; 340,000 tested, under 10 active; Fluorescence polarization, FITC-PTAP peptide / Tsg101 binding; active = well fitted inhibition curve with a large enough effect in the main read-out, with a control signal flat, not every such curve was filed as active; inconclusive = small, poorly fitted or top-dose-only effect, or effect the other way, or a change in a side signal; inactive = no such curve, though single readings can be large or run the other way; note: potency is the fitted concentration of half-maximal effect; % of control where 0% means no effect
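FP read-out: FITC-PTAP peptide, 50 nM final, binding Tsg101 binding domain, 10 uM final; 20 min, r.t.; 10 mM HEPES pH 7.5, 0.15 M NaCl, 0.01% Tween 20, 3 mM EDTA, 0.1 mM TCEP.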
An asterisk follows results filed as active; i = inactive; ? = inconclusive; / = not tested or not shown; [ ] = another dose, or the depositor's remark. Unless noted, calls come from the whole dose curve; as a rule, active = well fitted curve in the direction sought with a large enough effect; inconclusive = small, poorly fitted or top-dose-only effect, or another doubt; inactive = no such curve, though single readings can be large; an effect the other way counts as inactive or inconclusive. Compounds were not picked by outcome; overall some 2.6% were active at least once.

SMILES | TRPV1 ag | B2AR arrestin | p53 reactivator | Eya2 inh | USP2a block | ASM inhibitor | BRCA1 expr up | uPA surface inh | ELG1 genotoxic | a7 integrin act | TSG101-PTAP inh
Cc1cc2nc(-c3cccnc3SCC(=O)NCc3ccco3)[nH]c2cc1C | -1 | -0.4% | ? | 2% | 2% | 191%[activator] | -17% | ? | ? | -22% | -7%
C/C(=N/NS(=O)(=O)c1ccc(Br)cc1)c1ccc(NC(=O)c2ccc(C)o2)cc1 | 6 | -0.2% | 19% | 22% | 1% | ? | 53% | 0% | -1% | ? | -1%
O=C(Nc1nncs1)c1ccc(F)c(S(=O)(=O)N2CCCCC2)c1 | 3 | -0.2% | / | 7% | 1% | -4% | 3% | -2% | -6% | 14% | -5%
Cc1cccc(Oc2c(C=O)c3ccccc3n2C)c1 | 5 | 0.0% | -1% | 3% | 1% | -1% | -18% | -4% | -6% | -19% | -8%
COc1ccc(-c2nnc(SCCc3ccccc3)n2N)cc1 | 6 | 0.1% | 17% | -33% | 5% | 6% | 68% | -1% | 18% | 9% | -7%
Cc1cccc(N(C(=O)CNC(=O)c2cccs2)C(C(=O)NC2CCCC2)c2cccnc2)c1 (centres undefined) | -2 | -4.5% | -9% | -4% | 1% | -3% | 1% | 16% | 1% | 10% | -2%
CCN1CCN(C(=S)NC(=O)c2cccc(Br)c2)CC1 | / | ? | -3% | 5% | -8% | 4% | -2% | 5% | 0% | 0% | -6%
CCOc1ccc(NC(=O)CSc2nnnn2C2CC2)cc1S(=O)(=O)N1CCCC1 | -4 | 0.1% | -11% | 11% | 1% | 0% | -3% | -52% | 2% | -17% | -1%
CC(C)[C@H](NC(=O)c1ccccc1F)C(=O)OCCN1C(=O)c2ccccc2C1=O | / | -0.9% | -6% | -2% | -1% | 0% | -14% | 3% | -1% | 23% | -3%
COC(=O)Nc1ccc(S(=O)(=O)Nc2cnc3ccccc3n2)cc1 | 0 | -0.2% | -3% | 4% | 4% | 15% | 1% | 4% | 1% | -5% | 0%
Cc1noc(C)c1CS(=O)(=O)Cc1ccc(Cl)cc1 | -1 | 0.0% | 6% | -7% | 3% | -3% | -5% | -2% | 0% | 42% | -1%
COC(=O)c1ccccc1Nc1ccccc1 | 3 | 0.2% | -2% | -2% | 2% | 2% | 5% | 5% | 1% | -19% | -10%
COc1ccc(NC(=O)c2ccco2)cc1NC(=O)c1ccccc1[N+](=O)[O-] | -2 | 0.8% | 4% | -2% | 1% | -6% | 20% | -4% | 5% | -5% | -4%
COc1cc(OC)cc(C(=O)NCC(=O)NC(C)CCc2ccccc2)c1 (centres undefined) | -2 | -1.0% | -6% | -20% | -2% | 3% | -24% | 20% | 0% | -24% | -2%
CCCCn1c(=NC(=O)c2cccnc2)c(C#N)cc2c(=O)n3cccc(C)c3nc21 | -3 | -0.5% | 2% | 30% | 6% | 368%[activator] | 4% | 7% | -4% | 5% | -2%
CCCn1c(C)nc2cc(Cl)c(N3CCN(c4nc(-c5ccc(C)cc5)cs4)CC3)cc21 | 14 | -0.8% | 2% | -5% | 2% | ? | -36% | -8% | 0% | 5% | 0%
Cc1ccc(C2=NN(CC(=O)NCc3cccnc3)C(=O)CC2)cc1 | ? | 0.0% | -3% | 0% | -7% | / | / | / | -2% | / | /
O=C(c1ccc2c(c1)OCO2)N1CCC(Cc2ccccc2)CC1 | ? | -1.3% | -1% | 6% | 0% | 1% | -4% | -6% | -1% | -16% | 0%
CN(C)/C=N/C(=S)Nc1cc(Cl)cc(Cl)c1 | 0 | -0.3% | -4% | 4% | 0% | 0% | -13% | -7% | -1% | 1% | -1%
Cc1ccc(S(=O)(=O)N/N=C\c2ccc3c(c2)OCO3)cc1 | 1 | -0.3% | -1% | 18% | -1% | -1% | 6% | 15% | 2% | -14% | -1%
FC(F)(F)c1nc(SCc2ccccc2)n[nH]1 | / | / | / | / | / | 1% | -1% | 1% | / | -8% | -3%
CN(C)c1ccc(N=Nc2ccc3ncccc3c2)cc1 | / | / | / | / | / | -13% | 31% | 2% | / | 19% | 1%
O=C(c1ccc(S(=O)(=O)N2CCCC2)cc1)N1CCN(S(=O)(=O)c2cccc(F)c2)CC1 | 1 | 0.0% | 1% | 4% | -1% | 7% | 2% | 6% | 2% | 2% | 0%
Cc1[nH]c(C)c(S(=O)(=O)N2CCCCC2)c1C(=O)N1CCCCC1 | 1 | 0.7% | -3% | -3% | 1% | 0% | 1% | 1% | 0%[9.26 µM] | 15% | -5%
O=C(c1cccnc1)N1CCN(c2ccccc2Cl)CC1 | 20 | -0.6% | 8% | 18% | -9% | / | / | / | -6% | / | /
COCCCNC(=O)c1cc2c(=O)n3cccc(C)c3nc2n(C(C)C)c1=N | 3 | -1.3% | 2% | -8% | 4% | i | 15% | -3% | -1% | 3% | 4%
COc1ccnc(Oc2ccc(Cl)cc2)c1C#N | 29 | -0.4% | -1% | -1% | 9% | -2% | 17% | 2% | -7% | -14% | 1%
CC1CCCC(NC(=O)C2CCC(CNc3c(N4CCCCC4)c(=O)c3=O)CC2)C1C (centres undefined) | 2 | -0.7% | -1% | 2% | 0% | -1% | -25% | 2% | -1% | -33% | 0%
O=C(CCn1c(=S)oc2ccccc21)N1CCCCC1 | 2 | -0.5% | 11% | 6% | 2% | -1% | 70% | 1% | 0% | 12% | -3%
CC(C)NC(=O)c1onc(CSc2ccc(F)cc2)c1C(=O)O | -3 | 0.6% | 3% | 19% | -2% | 6% | 11% | -11% | -2% | -2% | -4%
CCOc1ccc(NC(=O)NC23CC4CC(CC(C4)C2)C3)cc1 | 29 | -0.4% | ? | -5% | -2% | -5% | 106% | 1% | 4% | ? | -1%
Cc1cc(C(F)F)n2ncc(C(=O)NCc3ccccc3)c2n1 | 3 | -0.3% | 6% | 12% | 0% | 2% | 6% | -2% | -1% | -9% | -6%
O=C(C1CC1)N1CCc2cc(Br)cc(S(=O)(=O)NCC3COc4ccccc4O3)c21 (centres undefined) | 0 | 0.1% | -4% | -18% | 0% | -3% | 0% | 0% | -9% | -28% | -8%
COc1cccc(CN2CCNC(=O)C2CC(=O)N(C)CCC2CCOCC2)c1OC (centres undefined) | -3 | -0.8% | 12% | -16% | 2% | 13% | -22% | 8% | 3% | 15% | /
O=C(CSc1ccccn1)c1ccc2c(c1)OCO2 | 28 | -0.7% | 10% | 2% | 2% | 3% | 7.1µM* | / | 4.6µM* | 0% | -1%
O=C1N/C(=N\N=C\c2cccs2)SC1Cc1cccc(Cl)c1Cl (centres undefined) | 17 | -1.0% | -8% | -9% | 0% | -3% | -64% | -14% | -1% | -10% | 1%
CCc1nn2c(NCCOC)cc(C)nc2c1-c1ccc(F)cc1 | 21 | 4.0% | -1% | 5% | -1% | 3% | -29% | -2% | -5% | -50%[inhibitor] | 0%
O=C(Nc1ccc(Oc2ccc(NC(=O)C3CCCO3)cc2)cc1)C1CCCO1 (centres undefined) | 6 | -0.3% | -1% | 15% | 0% | 3% | 6% | 8% | 2% | 10% | 1%
CC(CCc1ccccc1)NC(=O)CN1CCOc2ccccc21 (centres undefined) | / | / | / | / | / | 0% | -35% | -21% | / | 7% | 0%
O=C(NC1CCN(Cc2ccccc2)CC1)c1cccc(S(=O)(=O)Nc2ccc(Br)cc2)c1 | -2 | 0.0% | -1% | -14% | -1% | -5% | -41% | 0% | ? | -35% | -1%

BRCA1 expr up: what is marked active above
smiles	TRPV1 ag	B2AR arrestin	p53 reactivator	Eya2 inh	ASM inhibitor	BRCA1 expr up	uPA surface inh	a7 integrin act	TSG101-PTAP inh
O=C(CSc1ccccn1)c1ccc2c(c1)OCO2	28	-0.7%	10%	2%	3%	7.1µM*	/	0%	-1%
